All columns: NCI-60 one-dose screen, growth in % after 48 h at 10 µM unless noted; 100 = growth as untreated, 0 = no growth, -100 = all killed.
786-0 = 786-0 renal cancer cells. 5.1% of 81,000 active
HCT-15 = HCT-15 colon cancer | 5.2% of 82,000 active
HT29 = HT29 colon cancer. 7.4% of 81,000 active
HCC-2998 = HCC-2998 colon cancer. 4.7% of 79,000 active. AID 1794799
HCT-116 = HCT-116 colon cancer; 7.3% of 82,000 active
SW-620 = SW-620 colon cancer; 5.2% of 82,000 active
UO-31 = UO-31 renal cancer; 5.2% of 81,000 active; AID 1794768
SN12C = SN12C renal cancer cells; 3.8% of 81,000 active; AID 1794767
TK-10 = TK-10 renal cancer cells; AID 1794769; 3.9% of 81,000 active
Active calls of the source: *; & = joins results of further samples; [ ] = remark or other dose. How the source made its calls: active means growth percent below 10; inactive means the rest.

`CCCN1C(=O)CC(c2ccc(OC)c(OC)c2)C1=O` (stereo not given) gave 786-0 100, HCT-15 108, HT29 103, HCC-2998 99, HCT-116 104, SW-620 113, UO-31 93, SN12C 109 and TK-10 95.
CC(C)(C)c1ccc(O)c([N+](=O)[O-])c1 was read as 786-0 107, HCT-15 103, HT29 129, HCC-2998 114, HCT-116 101, SW-620 106, UO-31 79, SN12C 100 and TK-10 109.
Screening c1ccc(CNc2ncnc3scc(-c4cccs4)c23)nc1 returned 786-0 80, HCT-15 76, HT29 91, HCC-2998 106, HCT-116 67, SW-620 86, UO-31 48, SN12C 63 and TK-10 126.
O=S1(=O)OCCCO1 was read as 786-0 101, HCT-15 102, HT29 109, HCC-2998 105, HCT-116 102, SW-620 103, SN12C 95 and TK-10 103.
COc1ccc2cc(C(=O)c3cn(-c4ccccc4)nc3C(C)=O)ccc2c1 was read as 786-0 98, HCT-15 104, HT29 102, HCC-2998 106, HCT-116 84, SW-620 103, UO-31 80, SN12C 108 and TK-10 106.
`C#Cc1cccc(NC(=O)c2cccc(NC(=O)C=C)c2)c1` gave 786-0 64[8.25 µM], HCT-15 68[8.25 µM], HT29 44[8.25 µM], HCC-2998 103[8.25 µM], HCT-116 83[8.25 µM], SW-620 88[8.25 µM], UO-31 25[8.25 µM], SN12C 56[8.25 µM] and TK-10 77[8.25 µM].
For N#Cc1c(NC(=O)c2ccc([N+](=O)[O-])o2)[n+]([O-])c2cc(F)c(F)cc2[n+]1[O-] the results were 786-0 110, HCT-15 95, HT29 102, HCC-2998 106, HCT-116 104, SW-620 128, UO-31 41, SN12C 108 and TK-10 179.
Screening CSc1cc(SC)nc(SC)n1 returned 786-0 101, HCT-15 102, HT29 99, HCC-2998 105, HCT-116 103, SW-620 101, UO-31 89 and TK-10 101.
`CCCc1cc(=O)oc2c(C(=O)CC(C)COC(=O)/C=C/c3ccccc3)c(O)c(CC=C(C)C)c(O)c12` (stereo not given) gave 786-0 101, HCT-15 101, HT29 104, HCC-2998 106, HCT-116 90, SW-620 102, UO-31 96, SN12C 91 and TK-10 98.
CCOc1ccccc1C(=O)Oc1ccc(Cl)cc1 was read as 786-0 108, HCT-15 103, HT29 107, HCC-2998 95, HCT-116 96, SW-620 103, UO-31 80, SN12C 111 and TK-10 107.
c1ccc(CNc2nc(Nc3ccc(-c4nc5ccccc5[nH]4)cc3)c3cn[nH]c3n2)cc1 was read as 786-0 -78*, HCT-15 0.2*, HT29 -14*, HCC-2998 -5.5*, HCT-116 -55*, SW-620 7.3*, UO-31 30 and TK-10 20.
CC(Cl)C(=O)Oc1ccc(Cl)cc1 (stereo not given) was read as 786-0 105, HCT-15 92, HT29 104, HCC-2998 107, HCT-116 105, SW-620 101, UO-31 87, SN12C 88 and TK-10 106.
`COc1cc(/C=C/C(=O)c2ccc(Nc3nc(NCCO)nc(N4CCOCC4)n3)cc2)cc(OC)c1OC` gave 786-0 17, HCT-15 2.2*, HT29 5.8*, HCC-2998 20, HCT-116 9.5*, SW-620 7.8*, UO-31 25, SN12C 16 and TK-10 35.
`Cc1ccc(C(=O)c2ccc(CC(=O)N/N=C/c3ccc4c(c3)OCO4)n2C)cc1` gave 786-0 98, HCT-15 100, HT29 108, HCC-2998 106, HCT-116 94, SW-620 96, UO-31 78, SN12C 96 and TK-10 106.
Screening Clc1ccc(N/N=C/c2ccc(-n3cccn3)cc2)c(Cl)c1 returned 786-0 100, HCT-15 100, HT29 99, HCC-2998 96, HCT-116 98, SW-620 96, UO-31 76, SN12C 103 and TK-10 117.
CCCCC/C(C)=N/Nc1ccc([N+](=O)[O-])cc1[N+](=O)[O-] was read as 786-0 93, HCT-15 79, HT29 94, HCC-2998 105, HCT-116 93, SW-620 91, UO-31 56, SN12C 81 and TK-10 99.
`CCCN1CN2C(=O)N3CN(CCC)CN4C(=S)N(C1)C2C34` (stereo not given) gave 786-0 93, HCT-15 98, HT29 99, HCC-2998 106, HCT-116 83, SW-620 108, UO-31 95, SN12C 100 and TK-10 93.
CN1CCc2c(sc3nc4n(c(=O)c23)NC(=O)CC(=O)N4c2ccc(Cl)cc2)C1 was read as 786-0 103, HCT-15 106, HT29 98, HCC-2998 102, HCT-116 92, SW-620 106, UO-31 78, SN12C 97 and TK-10 120.
For O=C1C(Cl)=C(Nc2ccccc2)C(=O)C(Cl)=C1Nc1ccccc1 the results were 786-0 109, HCT-15 109, HT29 112, HCC-2998 116, HCT-116 112, SW-620 107, UO-31 94 and SN12C 109.
`Cc1cc(C)c(N)c(S(=O)(=O)O)c1` gave 786-0 97, HCT-15 100, HT29 103, HCC-2998 91, HCT-116 94, SW-620 111, UO-31 76, SN12C 98 and TK-10 105.

By substructure: the compounds so far with a halogen.
For N#Cc1c(NC(=O)c2ccc([N+](=O)[O-])o2)[n+]([O-])c2cc(F)c(F)cc2[n+]1[O-] the results were 786-0 110, HCT-15 95, HT29 102, HCC-2998 106, HCT-116 104, SW-620 128, UO-31 41, SN12C 108 and TK-10 179.
CCOc1ccccc1C(=O)Oc1ccc(Cl)cc1 was read as 786-0 108, HCT-15 103, HT29 107, HCC-2998 95, HCT-116 96, SW-620 103, UO-31 80, SN12C 111 and TK-10 107.
CC(Cl)C(=O)Oc1ccc(Cl)cc1 (stereo not given) was read as 786-0 105, HCT-15 92, HT29 104, HCC-2998 107, HCT-116 105, SW-620 101, UO-31 87, SN12C 88 and TK-10 106.
Screening Clc1ccc(N/N=C/c2ccc(-n3cccn3)cc2)c(Cl)c1 returned 786-0 100, HCT-15 100, HT29 99, HCC-2998 96, HCT-116 98, SW-620 96, UO-31 76, SN12C 103 and TK-10 117.
CN1CCc2c(sc3nc4n(c(=O)c23)NC(=O)CC(=O)N4c2ccc(Cl)cc2)C1 was read as 786-0 103, HCT-15 106, HT29 98, HCC-2998 102, HCT-116 92, SW-620 106, UO-31 78, SN12C 97 and TK-10 120.
For O=C1C(Cl)=C(Nc2ccccc2)C(=O)C(Cl)=C1Nc1ccccc1 the results were 786-0 109, HCT-15 109, HT29 112, HCC-2998 116, HCT-116 112, SW-620 107, UO-31 94 and SN12C 109.

The listing continues:
`Clc1ccc(N/N=C/c2ccccn2)nc1` gave 786-0 7.1*, HCT-15 21, HT29 27, HCC-2998 25, HCT-116 11, SW-620 37, UO-31 -12*, SN12C 14 and TK-10 27.
`O=C(NC1C(O)OC(CO)C(O)C1O)NS(=O)(=O)c1ccc(CCNC(=O)c2cccc(Cl)c2)cc1` (stereo not given) gave 786-0 108, HCT-15 100, HT29 109, HCC-2998 110, HCT-116 105, SW-620 102, UO-31 85, SN12C 100 and TK-10 110.
For CCOC(=O)CCN1CCN(c2ccccc2C)CC1 the results were 786-0 97, HCT-15 110, HT29 100, HCC-2998 102, HCT-116 96, SW-620 110, UO-31 93, SN12C 98 and TK-10 115.
Cc1c(NC(=O)c2sc3nc4c(cc3c2N)CN(Cc2ccccc2)CC4)cccc1C(F)(F)F was read as 786-0 84, HCT-15 29, HT29 12, HCC-2998 65, HCT-116 19, SW-620 19, UO-31 66, SN12C 55 and TK-10 96.
Screening CN(C)S(=O)(=O)O[C@@H]1C(=O)N(c2cc3c4ccccc4ccc3c3ccccc23)[C@H]1c1ccc(F)cn1 returned 786-0 89, HCT-15 89, HT29 86, HCC-2998 90, HCT-116 92, SW-620 101, UO-31 76, SN12C 99 and TK-10 114.
Screening COC(=O)c1c2c(c(C)[n+]([O-])c1C)C(=O)C=C(NCc1cccc(OC)c1)C2=O returned 786-0 -3.4*, HCT-15 -75*, HT29 2.6*, HCC-2998 -65*, HCT-116 -60*, SW-620 -41*, UO-31 -62*, SN12C -93* and TK-10 4.5*.
CCCC1(/C=N/NC(N)=O)NC(=O)NC1=O (stereo not given) was read as 786-0 104, HCT-15 112, HT29 98, HCC-2998 107, HCT-116 110, SW-620 106, UO-31 90, SN12C 107 and TK-10 118.
For CN1C(=O)C(C2=NNC(c3ccccc3C(=O)O)C2)C(=O)N(C)C1=O (stereo not given) the results were 786-0 101, HCT-15 106, HT29 98, HCC-2998 117, HCT-116 99, SW-620 100, UO-31 86, SN12C 97 and TK-10 97.
O=C(CCc1nnc(Cc2ccccc2Cl)o1)c1nc2ccccc2[nH]1 was read as 786-0 104, HCT-15 108, HT29 88, HCC-2998 114, HCT-116 81, SW-620 107, UO-31 73, SN12C 82 and TK-10 107.
COc1cccc(CCNc2ncnc3c2ncn3Cc2nnc3c4ccccc4c(Cl)nn23)c1 was read as 786-0 58, HCT-15 45, HT29 82, HCC-2998 92, HCT-116 40, SW-620 57, UO-31 25, SN12C 47 and TK-10 67.
`O=CC1N=C(Cc2ccccc2)OC1=O` (stereo not given) gave 786-0 99, HCT-15 100, HT29 110, HCC-2998 97, HCT-116 104, SW-620 116, UO-31 94, SN12C 99 and TK-10 104.
Screening CCCC(F)C(=O)O (stereo not given) returned 786-0 97, HCT-15 100, HT29 98, HCC-2998 111, HCT-116 102, SW-620 105, UO-31 78, SN12C 100 and TK-10 98.
`Cn1cc(-c2nc3c(F)cc4[nH]ncc4c3c3c2CCCC3)c(C(F)(F)F)n1` gave 786-0 43, HCT-15 24, HT29 37, HCC-2998 65, HCT-116 15, SW-620 19, UO-31 18, SN12C 49 and TK-10 25.
For O=C1NCC(=O)N(Cc2cccnc2)[C@H]1Cc1ccccc1 the results were 786-0 108, HCT-15 105, HT29 108, HCC-2998 102, HCT-116 113, SW-620 105, UO-31 99, SN12C 100 and TK-10 95.
For COc1ccc(-n2c(SCC(=O)NNS(=O)(=O)c3ccccc3)nc3cc(OC)c(OC)cc3c2=O)cc1 the results were 786-0 114, HCT-15 102, HT29 111, HCC-2998 119, HCT-116 106, SW-620 110, UO-31 73, SN12C 98 and TK-10 116.
`O=C(c1ccccc1)C1CC=CCC1C(=O)c1ccccc1` (stereo not given) gave 786-0 104, HCT-15 100, HT29 107, HCC-2998 129, HCT-116 103, SW-620 106, UO-31 65, SN12C 101 and TK-10 107.
For Cn1cc(-c2nc(-c3c[nH]c4ccccc34)cs2)c2cccnc21 the results were 786-0 65, HCT-15 30, HT29 7.8*, HCC-2998 55, HCT-116 26, SW-620 32, UO-31 44, SN12C 53 and TK-10 44.
`C=C(C)[C@@H]1CC[C@]2(C)[C@H](CC=C3[C@@H]4CC(C)(C)CC[C@]4(CO)CC[C@]32C)[C@@]1(C)CCCN` gave 786-0 33, HCT-15 -72*, HT29 -53*, HCC-2998 -76*, HCT-116 -80*, SW-620 -82*, UO-31 48, SN12C -60* and TK-10 -46*.
For CCc1c(C)[nH]c(=O)c(C(N)=O)c1C#N the results were 786-0 96, HCT-15 95, HT29 97, HCC-2998 88, HCT-116 96, SW-620 98, UO-31 94 and TK-10 92.
For COc1cc(Br)c(OC)cc1Br the results were 786-0 105, HCT-15 103, HT29 96, HCC-2998 100, HCT-116 91, SW-620 95, UO-31 60, SN12C 110 and TK-10 140.
Screening O=CN1N=C(c2cccc(Nc3ccncc3)c2)CC1c1ccccc1 (stereo not given) returned 786-0 96, HCT-15 97, HT29 88, HCC-2998 105, HCT-116 88, SW-620 106, UO-31 89, SN12C 102 and TK-10 112.
Screening CN(C)Cc1ccc[nH]1 returned 786-0 107, HCT-15 102, HT29 114, HCT-116 78, SW-620 95, UO-31 89, SN12C 70 and TK-10 131.
For CC1(C)C(=O)/C(=C\c2ccc(Br)cc2)C[C@]2(C)[C@H]3CC[C@@H]4[C@@H](C(=O)/C=C/c5ccc(Br)cc5)CC[C@@]4(C)[C@]3(C)CC[C@@H]12 the results were 786-0 123, HCT-15 98, HT29 103, HCC-2998 100, HCT-116 95, SW-620 97, UO-31 92, SN12C 96 and TK-10 135.
Screening O=C(CCCN1CCC(O)(c2cccc(C(F)(F)F)c2)CC1)c1ccc(F)cc1 returned 786-0 93&105, HCT-15 93&87, HT29 87&73, HCC-2998 95&110, HCT-116 80&92, SW-620 103&104, UO-31 59&64, SN12C 95&103 and TK-10 92.
O=c1oc2ccc(O)cc2cc1-c1c[nH]c2ccccc12 was read as 786-0 97, HCT-15 77, HT29 102, HCC-2998 96, HCT-116 71, SW-620 90, UO-31 61, SN12C 91 and TK-10 187.
`NC(=O)N/N=C\c1ccc([N+](=O)[O-])o1` gave 786-0 107, HCT-15 93, HT29 111, HCC-2998 104, HCT-116 109, SW-620 97, UO-31 85, SN12C 104 and TK-10 113.
O=c1nc(NC2CCCC2)nc(-c2ccc(C(F)(F)F)cc2)[nH]1 was read as 786-0 100, HCT-15 99, HT29 99, HCC-2998 103, HCT-116 97, SW-620 109, UO-31 70, SN12C 99 and TK-10 114.
Screening CC(=O)C1CCC2C3CC(C)C4=CC(=O)CCC4(C)C3(F)C(=O)CC12C (stereo not given) returned 786-0 97, HCT-15 97, HT29 99, HCC-2998 91, HCT-116 103, SW-620 113, UO-31 84, SN12C 77 and TK-10 100.
Screening COc1ccc(-c2nc3ncccn3c2-c2nc3ccc(OC)cc3[nH]2)cc1 returned 786-0 97, HCT-15 99, HT29 91, HCC-2998 99, HCT-116 85, SW-620 100, UO-31 87, SN12C 98 and TK-10 97.
Screening COc1ccc(C2=NNC(c3cc(OC)c(OC)c(OC)c3)C2)cc1 (stereo not given) returned 786-0 84, HCT-15 90, HT29 105, HCC-2998 94, HCT-116 79, SW-620 95, UO-31 88, SN12C 84 and TK-10 106.
Screening O=C(Nc1nc2ccccc2n1Cc1ccccc1)c1ccccc1I returned 786-0 94, HCT-15 43, HT29 90, HCC-2998 97, HCT-116 52, SW-620 70, UO-31 67, SN12C 85 and TK-10 84.

Screens from PubChem BioAssay.
